# zfTRPN1 agonist: activates the zebrafish TRPN1 channel | HEK293 zebrafish TRPN1-YFP, Fluo-8 calcium fluorescence; 100% = response to 87 µM carbachol | activation, % at 3 µM | AID 1424 | 0.18% of 220,000 active;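 active = activation above its plate's cutoff, the mean activation of test wells on that plate plus 3 SD, cut at about 19% in these data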;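 also: 0% = DMSO alone and 100% = 87 µM carbachol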
#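 System: zebrafish TRPN1-YFP in HEK293 cells / Dosing: 3 µM single point / Timing: dye loading 1 h at 37 °C, then 30 min room temperature / Signal: Fluo-8 calcium fluorescence, excitation 470-495 nm, emission 515-575 nm / Read-out basis: percent activation from peak over basal fluorescence ratio, control-normalized / Control set: high carbachol 87 µM, low DMSO alone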
# m-calpain inh: calpain II (pig) inhibition; purified calpain II, fluorogenic peptide substrate, 30 min; inhibition, % at 16 µM; 0.37% of 220,000 active; AID 1236;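 active = inhibition above about 50%, limit read from the data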
# Cl transport mod: modulators of human KCC2 chloride dependent transport. 2.2% of 190,000 active. B-score of Tl+ flux slope (higher = more flux/activation; lower = inhibition) at 10 µM. KCC2 cells, thallium flux FluoZin-2 fluorescence. Q9H2X9;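 active = thallium flux slope and its plate-corrected score both differing from the plate sample mean at a set confidence after two filtering rounds, in either direction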;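 also: slope of fluorescence scaled to starting intensity during 10 to 20 s after thallium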
# Target sequence (Q9H2X9 whole entry, looked up): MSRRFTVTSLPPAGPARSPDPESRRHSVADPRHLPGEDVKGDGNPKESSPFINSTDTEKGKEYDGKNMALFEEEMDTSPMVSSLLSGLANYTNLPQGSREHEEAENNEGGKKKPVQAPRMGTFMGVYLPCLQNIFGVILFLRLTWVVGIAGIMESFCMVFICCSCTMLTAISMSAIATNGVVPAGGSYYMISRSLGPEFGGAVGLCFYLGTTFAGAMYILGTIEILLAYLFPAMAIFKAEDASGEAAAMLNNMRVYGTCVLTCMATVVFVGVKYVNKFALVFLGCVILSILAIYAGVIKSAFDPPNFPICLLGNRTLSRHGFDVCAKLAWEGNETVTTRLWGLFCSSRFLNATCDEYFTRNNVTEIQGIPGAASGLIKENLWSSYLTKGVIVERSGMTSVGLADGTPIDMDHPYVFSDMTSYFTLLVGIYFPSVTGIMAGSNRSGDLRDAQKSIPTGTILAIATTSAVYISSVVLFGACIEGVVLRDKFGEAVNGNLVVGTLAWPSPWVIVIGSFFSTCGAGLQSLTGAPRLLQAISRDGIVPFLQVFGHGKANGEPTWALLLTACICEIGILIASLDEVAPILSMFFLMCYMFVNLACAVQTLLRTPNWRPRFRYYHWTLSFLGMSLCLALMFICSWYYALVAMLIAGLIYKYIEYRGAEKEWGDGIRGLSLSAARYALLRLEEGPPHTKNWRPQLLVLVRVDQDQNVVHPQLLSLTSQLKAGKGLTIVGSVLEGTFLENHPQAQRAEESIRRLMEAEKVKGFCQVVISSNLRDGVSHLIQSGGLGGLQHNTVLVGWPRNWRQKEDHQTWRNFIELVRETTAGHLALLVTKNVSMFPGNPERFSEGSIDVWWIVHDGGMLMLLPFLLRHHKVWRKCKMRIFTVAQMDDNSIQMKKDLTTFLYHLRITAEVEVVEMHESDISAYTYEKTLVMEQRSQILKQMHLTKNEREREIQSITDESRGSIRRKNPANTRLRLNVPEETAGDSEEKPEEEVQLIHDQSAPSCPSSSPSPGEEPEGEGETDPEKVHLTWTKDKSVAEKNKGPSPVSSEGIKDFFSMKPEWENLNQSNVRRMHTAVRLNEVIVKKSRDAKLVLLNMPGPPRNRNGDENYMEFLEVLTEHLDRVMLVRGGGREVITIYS
# Furin inhibitor: human furin inhibition; P09958; inhibition, % at 30 µM; purified furin, fluorogenic substrate cleavage; 0.061% of 220,000 active; in the data active = inhibition above about 25%; also: inactives centre near -15
# TRPML3 agonist: activates the human TRPML3 channel; HEK293 TRPML3-YFP, Fluo-8 calcium fluorescence; 100% = the carbachol control signal; Q8TDD5; 0.29% of 220,000 active; AID 1448; activation, % at 3 µM;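 active = activation above its plate's cutoff, the mean activation of the plate's test wells plus 3 SD, cut at about 12% in these data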;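 also: 0% = DMSO only wells and 100% = carbachol wells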
#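 Test system: HEK293 cells stably carrying human TRPML3-YFP; Doses: single dose, 3 µM final nominal compound, 0.3% DMSO final; Schedule: dye loading 1 h 37 °C then 30 min ambient, 125 s read; Technique: Fluo-8 calcium fluorescence; Benchmarks: high control carbachol 87 µM, low control DMSO.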
# TbHK1 inh: blocks Trypanosoma brucei hexokinase 1 activity. 0.11% of 220,000 active. AID 1430. inhibition, % at 10 µM. recombinant TbHK1, G6PDH-coupled NADH A340;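 active = inhibition of 50% or more in the single-dose primary screen; inactive = inhibition below 50%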
# EBV gp42 block: blocks Epstein-Barr virus glycoprotein 42 binding; Fluorescence polarization binding assay, mP read-out; 0.42% of 220,000 active; AID 1085; Q1HVG2; inhibition, % (tested at 21.74 µM); in the data active = inhibition above about 50%
# PPC-1+TRAIL kill: kills PPC-1 cancer cells in the presence of TRAIL. PPC-1 cells + TRAIL, ATPLite viability luminescence. cell killing (% activity), % at 4 µM. 0.41% of 220,000 active. AID 1443;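 active = cell killing above 50% in the first pass at 4 µM, then a duplicate retest at 5 µM averaging 50% or more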;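 also: plate controls were cells with TRAIL plus DMSO for no effect and medium-only wells lacking cells for full effect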
# thrombin 1536: inhibitors of human thrombin; alpha-thrombin, Boc-VPR-AMC fluorogenic substrate cleavage; inhibition, % at 5 µM; 0.26% of 220,000 active; AID 1046;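 active = inhibition at or above 40%; inactive = inhibition below 40%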;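 also: 0% = enzyme with no compound and 100% = wells without enzyme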
#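 System: human alpha-thrombin protein; Compound dosing: one concentration per compound, 5 µM, with 0.2% DMSO; Timing: reaction at room temperature; Technique: AMC fluorescence, 355/460 nm; Controls: enzyme without compound as high, wells lacking enzyme as low.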
# * marks the source's active call; other numbers are inactive results; i = inactive; · = not tested or not shown; [ ] = dose if it differs, or a comment.
SMILES,zfTRPN1 agonist,m-calpain inh,Cl transport mod,Furin inhibitor,TRPML3 agonist,TbHK1 inh,EBV gp42 block,PPC-1+TRAIL kill,thrombin 1536
COCC(C)NC(=O)NC(=O)c1ccc(Cl)cc1 (centres undefined),0.4,-8,·,-29[20 µM],0.8,1,2,24,-12
CNC(=S)Nc1cc(OC)ccc1OC,2.4,-46,·,-31[20 µM],0.1,2,-8,14,-7
CC(C)(C)NC(=O)C(OC(=O)Cn1nnc(-c2ccc(F)cc2)n1)c1ccncc1 (centres undefined),3.6,-9,1,-11,0.5,40,-14,-9,-1
OCC(O)C1OC(Nc2ccc(Br)cc2)C(O)C1O (centres undefined),0.6,-30,-0.32,-26,0.5,-4,-25,3,-7
COc1ccc(-c2noc(N(C)CC(=O)Nc3cccc(C(F)(F)F)c3)n2)cc1,1.3,46,0.38,-19,1.2,0,-9,4,3
O=C(CSc1cccc[n+]1[O-])Nc1ccc([N+](=O)[O-])cc1Cl,1.4,23,-0.6,-15,1.5,-4,-13,5,0
CCOC(=O)c1c(NC(C)=O)sc2c(OC)cccc12,0.9,-15,0.081,-19[20 µM],0.7,-14,-13,-21,-3
CCn1cc(NC(=O)CCl)c(C)n1,1.4,11,-1.3,-18,1.0,6,14,10,-3
Nc1c(C(=O)c2ccccc2)sc(Nc2ccccc2)c1S(=O)(=O)c1ccccc1,1.9,-88,1.2,-12[20 µM],1.2,-12,-3,10,1
C/C(=N\Nc1nnc(-c2ccccc2)c(-c2ccccc2)n1)c1cccc([N+](=O)[O-])c1,1.8,-87,-1.5,-15,0.3,-25,-6,·,-2
COc1ccc(-n2cc(-c3ccccc3)nc2SC)cc1,-1.8,8,-0.6,-24,-0.2,-7,-5,-2,1
O=C1N/C(=N\S(=O)(=O)Cc2ccccc2)S/C1=C/c1cccc([N+](=O)[O-])c1,-0.8,11,·,-16,0.4,-36,-9,7,1
O=C(Nc1cccnc1)c1cnc2ccccc2n1,0.4,-3,0.17,-12[20 µM],0.6,-12,-15,-18,-3
Cn1c(C(=O)NCc2ccccc2)cc2oc3ccccc3c21,-0.1,7,-1.3,-16[20 µM],0.3,7,-15,0,-4
O=C(Cn1nnc(-c2ccc(F)cc2)n1)N1CCCCC1,2.5,-9,0.37,-12,0.1,2,-11,22,·
O=C(N/N=C/c1ccco1)c1csc2c1CCCC2,1.6,20,-0.14,2,-0.4,-17,-15,19,1
Cc1ccccc1NC(=O)C(Cl)=C(Cl)Cl,-1.4,6,0.75,-4,-0.2,1,6,45,-1
C/C=C/C(=O)Nc1cccc(C(F)(F)F)c1,1.0,23,-0.084,-2,0.4,-1,2,0,-5
O=C(O)c1cccc(N2C(=O)c3cccc4c(Cl)ccc(c34)C2=O)c1,0.6,-59,0.15,-5,0.6,-5,-3,27,-3
O=C(NCc1ccc(F)cc1)C(=O)NCC1OCCN1S(=O)(=O)c1cccs1 (centres undefined),0.6,-18,-1.2,-13,0.6,-13,1,-1,-3
CN(CCc1cnn(C)c1)C(=O)CCc1nnc(CCCc2ccccc2)o1,1.1,-18,-0.27,-21,0.9,-3,-14,-6,-14
CCOC(=O)c1nnn(-c2nonc2N)c1-c1ccc(Br)cc1,-0.6,40,-1.6,-3,0.5,2,-13,32,-17
Cc1ccc(S(N)(=O)=O)cc1NC(=O)/C=C/c1ccc2c(c1)OCO2,2.2,-81,-1.8,-14,-0.1,-35,-1,-3,-4
CN(C)S(=O)(=O)c1ccc(NC(=O)Cn2c(-c3ccccc3)noc2=O)cc1,0.5,3,0.22,-5[20 µM],1.2,-2,-31,9,4
O=C(c1ccc2c(c1)OCO2)[C@@H]1[C@@H]2C(=O)N(C3CCCCC3)C(=O)[C@@H]2C2c3ccccc3C=CN21 (some centres undefined),2.8,-104,·,-10,1.0,-10,-11,0,0
COCCNc1nc2ccccc2nc1NS(=O)(=O)c1ccc(C)cc1C,-0.8,-96,0.34,-19[20 µM],0.7,-28,-11,1,2
Cc1ccc2oc(=O)c3cnn(CC(=O)N4CCCCC4C)c3c2c1 (centres undefined),-0.1,11,-0.74,-27,0.0,-4,-7,2,9
CCOC(=O)Nc1ccccc1N1C(=O)c2ccccc2C1=O,0.1,3,0.26,-11,-0.6,-1,-17,1,4
O=C(NCc1cccnc1)NC1(c2ccccc2)CC1,-0.1,-36,·,-11,-0.5,0,-3,9,-8
NC(=O)c1ccc(-n2nnnc2SCc2ccc(F)cc2)cc1,1.1,-1,-1.8,-29,-0.1,5,-17,1,-2
CC1(C)Cc2c(c(N3CCCC3)nc3sc4c(N5CCNCC5)ncnc4c23)CO1,0.7,-36,0.45,1,0.6,-53,-16,17,2
CCCCNC(=O)[C@H](CSCc1ccccc1)N1Cc2ccccc2C1=O,-3.2,10,-2.6*,-7,-0.5,-1,4,7,-5
Cc1cc2nnc(SCC(=O)N3CCOCC3)n2c2ccccc12,0.0,-16,0.99,-30,0.9,3,-1,-2,0
Cc1ccc2c(c1)C1CN(C)CCC1N2S(=O)(=O)c1ccc(Oc2ccc([N+](=O)[O-])cc2)cc1 (centres undefined),1.7,-5,0.099,-33,0.7,-6,1,15,-4
Cc1cccc(N(C(=O)c2ccc(Cl)cc2)C2CS(=O)(=O)CC2OC(=O)c2ccc(Cl)cc2)c1 (centres undefined),0.1,24,0.36,10[20 µM],0.6,5,4,8,-6
CCOC(=O)C(C(=O)OCC)C(Nc1cccc(Br)c1)c1ccccc1 (centres undefined),0.6,-28,0.52,-26,0.4,-1,-17,23,3
CCOC(=O)C1=C(CSCc2ccccc2)NC(=O)NC1c1cc(C)ccc1C (centres undefined),-1.5,36,-1.5,3[20 µM],-0.9,9,-5,18,1
Cc1nc2ccc(N)cc2c(=O)n1Cc1ccc(Cl)cc1,4.7,-463,-0.19,-14,1.4,-14,-23,47,0
Cc1oc(-c2cccs2)nc1CN1CCN(C(C)C)C(CCO)C1 (centres undefined),-0.1,-26,-0.18,-18,0.8,-4,-13,7,0
CCC(=O)N1CCc2cc(S(=O)(=O)CCC(=O)O)ccc21,0.5,-14,0.56,-23,0.8,0,-16,-16,2
CCN(C(=O)COC(=O)c1c(C)c(-c2ccccc2)nc2ccccc12)C1CCS(=O)(=O)C1 (centres undefined),3.0,-16,-3.2,-23,-0.1,-15,12,9,-1
CCCNC(=O)C1CCN(S(=O)(=O)c2c(C)noc2/C=C\c2ccc(OC)cc2)CC1,1.8,-68,1.3,-29,0.4,-14,-7,-9,-4
Cc1c(NC(=O)c2cccc(F)c2)c(=O)n(-c2ccccc2)n1C,1.6,9,·,-6[20 µM],0.8,3,-7,10,-3
CCC1=C/C(=C\c2ccc3c(c2)OCO3)C(=O)S1,1.2,-387,-8.9*,-10,-0.6,3,7,-2,-2
c1ccc(Oc2ccc(-c3ccn[nH]3)cc2)cc1,-0.1,6,-1.1,-9,0.3,-2,-1,22,-2
Cc1cccc(-n2c(C)cc(C(=S)N3CCOCC3)c2C)c1C,-1.7,17,-0.49,-11,0.2,6,5,·,14
Cc1ccc(NC(=O)C(NC2CCCc3ccccc32)c2ccccc2)cc1Cl (centres undefined),-1.2,11,-0.3,-15,0.1,14,-25,-2,-14
C=CCn1c(/N=C/c2ccc3c(c2)OCO3)nc2ccccc21,2.1,6,-0.31,-14[20 µM],0.8,6,3,15,2
CCNc1ccc(S(=O)(=O)N(C)C)cc1NCC(=O)Nc1ccccc1Cl,2.5,-11,-0.44,-24,1.5,-1,-3,19,0
O=C(NCCCN1CCOCC1)C(=O)N/N=C/c1ccccc1Cl,0.6,21,0.094,-17,0.3,-4,-21,5,-8
CC(=O)Nc1sc(-c2ccc(Cl)cc2)nc1-c1ccccc1,1.1,-2,7.3*,-15,1.1,-21,-8,21,-1
O=C(OCCNc1nc(-c2ccccc2)nc2ccccc12)c1ccncc1,1.5,15,-0.88,-7,-1.8,6,2,20,-1
CC(C)CCC(O)(CCC(C)C)C(=O)NN1CCCCC1,1.6,-11,0.76,-20,0.4,3,0,21,0
COc1ccccc1C(=O)Nc1ccc(Oc2nnc(-c3ccc(C)cc3)c3ccccc23)cc1,0.8,-73,0.013,-14,1.4,-11,-7,21,-8
O=S(=O)(c1cc(Cl)ccc1Cl)N1CCNCC1,-0.9,-20,·,-22[20 µM],0.3,3,-17,3,5
Cc1ccccc1OCCNC(=O)CNC(=O)c1ccccc1O,0.9,-35,0.45,-6[20 µM],-0.1,-8,0,24,-7
CCN1CCN(C(=S)Nc2ccsc2C(=O)OC)CC1,1.5,-21,1.3,-3,0.0,-4,-6,2,0
O=C(NNC(=O)C1CCN(Cc2ccccc2)CC1)c1cccc(Cl)c1,-1.1,2,·,-24[20 µM],1.4,4,-9,-11,-3
CCCN1CCC(NC(=O)CCc2nnc(-c3ccccc3)o2)CC1,1.0,-5,0.59,-20,0.9,4,-12,-16,-5
N=C1C(c2nc3ccccc3s2)=C(O)CN1CCCO,0.6,-7,-0.72,-27,1.3,-2,-2,17,5

# (further entries)
SMILES,zfTRPN1 agonist,m-calpain inh,Cl transport mod,Furin inhibitor,TRPML3 agonist,TbHK1 inh,EBV gp42 block,PPC-1+TRAIL kill,thrombin 1536
O=C(c1ccc(=O)[nH]n1)N1CCN(S(=O)(=O)c2ccc3ccccc3c2)CC1,0.7,15,-0.85,-17,2.3,-2,-2,11,-7
Cc1nc2ccccc2c2c1C(=O)N(C(C)C)C2=O,0.1,-73,-0.0032,-23[20 µM],0.1,0,10,11,-8
Cc1nnc(SCC(=O)Nc2ccccc2)[nH]c1=O,-0.8,-1,·,-18[20 µM],0.9,-3,9,3,-8
COc1ccc(Nc2nc3ccccc3nc2C)cc1,-0.9,22,·,-13,0.1,-4,-15,9,-9
Cc1ccc(C(C)C)c(OCC(=O)NN=C(CCl)CCl)c1,-0.7,-48,0.22,-14,0.1,-10,-38,-9,-3
CC(C)(C)NC(=O)/C(=C/c1ccco1)c1ccccc1,-0.2,-4,·,-8,-0.2,13,-9,6,0
COc1ccc(-c2ccc(C(=O)O)c(=O)[nH]2)cc1,0.5,i,-1.9,-179,0.7,-34,-13,9,-2
O=C(Nc1c(Cl)cc(Cl)cc1C(=O)NCC1CCCO1)c1ccco1 (centres undefined),0.9,27,·,-1,0.1,-3,-6,12,4
N/C(=N\c1nc(C(F)(F)F)cc(=O)[nH]1)Nc1ccc(Cl)cc1,2.0,18,0.42,-27,0.7,-4,-24,-8,-7
CCCCCc1ccc(OCCC[n+]2ccccc2)c(CCCCC)c1,-2.1,-1,0.39,-5,-0.9,2,-8,46,-2
CC(C)C(OC(=O)c1nsc(Cl)c1Cl)C(=O)NCc1ccc2c(c1)OCO2 (centres undefined),-1.1,10,·,-27[20 µM],0.1,-1,-3,1,-10

# In the list so far, three contain a COOH group.
SMILES,zfTRPN1 agonist,m-calpain inh,Cl transport mod,Furin inhibitor,TRPML3 agonist,TbHK1 inh,EBV gp42 block,PPC-1+TRAIL kill,thrombin 1536
O=C(O)c1cccc(N2C(=O)c3cccc4c(Cl)ccc(c34)C2=O)c1,0.6,-59,0.15,-5,0.6,-5,-3,27,-3
CCC(=O)N1CCc2cc(S(=O)(=O)CCC(=O)O)ccc21,0.5,-14,0.56,-23,0.8,0,-16,-16,2
COc1ccc(-c2ccc(C(=O)O)c(=O)[nH]2)cc1,0.5,i,-1.9,-179,0.7,-34,-13,9,-2

# From PubChem BioAssay
